VCAM1 TNFa inh: reduces TNF alpha induced VCAM1 expression in HUVEC. HUVEC TNFa-induced VCAM-1 immunofluorescence, high-content imaging. inhibition, % at 2 µM. 95,000 compounds, 0.48% hits. AID 802;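 active = inhibition above the batch mean plus 3 SD, with images confirmed as a hit by eye, cut at about 37% in these data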;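 also: 0% = TNF-stimulated DMSO wells and 100% = unstimulated control wells; not every result past the cut was called active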
hDAT+cocaine: modulates human dopamine transporter uptake under cocaine; LLC-PK1 hDAT cells, [14C]-dopamine uptake with cocaine IC80; actives deviate in either direction; B-score at 10 µM; 110,000 compounds, 1.3% hits; AID 449768;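 active = Z score or B-score, a plate-position-corrected score, falls beyond the plate's 99.7% confidence bounds, in either direction; inactive = both scores lie inside the 99.7% bounds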;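 also: scored against the spread of the other compound wells on the same plate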
Target sequence (Q01959 whole entry, looked up): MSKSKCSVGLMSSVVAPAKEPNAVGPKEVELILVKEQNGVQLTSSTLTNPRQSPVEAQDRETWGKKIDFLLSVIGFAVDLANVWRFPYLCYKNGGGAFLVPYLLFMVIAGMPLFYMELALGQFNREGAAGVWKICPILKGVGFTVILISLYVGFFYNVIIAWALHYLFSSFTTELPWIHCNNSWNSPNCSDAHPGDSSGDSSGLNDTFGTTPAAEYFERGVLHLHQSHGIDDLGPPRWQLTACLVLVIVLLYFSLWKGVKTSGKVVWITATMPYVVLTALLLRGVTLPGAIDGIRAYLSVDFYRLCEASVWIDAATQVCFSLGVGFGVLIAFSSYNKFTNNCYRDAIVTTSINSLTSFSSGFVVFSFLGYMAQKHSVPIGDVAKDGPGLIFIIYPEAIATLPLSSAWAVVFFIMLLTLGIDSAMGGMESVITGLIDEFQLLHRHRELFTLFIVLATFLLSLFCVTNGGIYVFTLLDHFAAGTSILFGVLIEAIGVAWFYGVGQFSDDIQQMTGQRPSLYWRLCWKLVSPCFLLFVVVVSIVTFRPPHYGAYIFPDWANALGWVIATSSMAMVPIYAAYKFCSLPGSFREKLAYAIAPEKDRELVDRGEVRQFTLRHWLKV
Candida biofilm: kills Candida albicans biofilms | 85,000 compounds, 0.14% hits | C. albicans biofilm + clotrimazole, Alamar Blue | AID 834 | inhibition, % at 6 µM;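 active = inhibition above 20%; inactive = inhibition below 20%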;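 also: preformed 24 hr biofilms exposed to compound for 48 hr; 0% = biofilm without compound and 100% = blank killed by clotrimazole plus chlorhexidine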
HUVEC tox IL1B: toxic to HUVEC cells under IL-1B stimulation; cell count reduction, % at 2 µM; AID 845; 94,000 compounds, 0.41% hits; HUVEC cell count loss, Hoechst imaging, IL-1B stimulated;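 active = cell count reduction more than 3 SD above the screen-wide mean, cut at about 70% in these data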;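 also: normalized per plate to untreated control cells as the no-loss baseline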
Active calls of the source: *; . = not tested or not shown; & = joins results of further samples. This is a subset; the hit share may differ from the screen's.

SMILES | VCAM1 TNFa inh | hDAT+cocaine | Candida biofilm | HUVEC tox IL1B
Fc1cccc(CSc2nc3ccncc3[nH]2)c1 | . | -0.89 | 1 | .
CC(=O)OCC(=O)[C@@]1(O)CC[C@H]2[C@@H]3CCC4=CC(=O)C=C[C@]4(C)[C@@]3(Cl)[C@@H](Cl)C[C@@]21C | . | 0.96 | 7 | .
COCCCN(C(=O)Cn1ncc2c(=O)oc3ccc(C)cc3c21)C(C)c1ccncc1 (stereo not drawn) | . | -0.9 | 14 | .
CCOC(=O)N1CCN(C(=O)CSc2nnc(Cn3c(=O)sc4ccccc43)n2C)CC1 | . | 0.11 | 14 | .
CCCCN(C)C(=O)c1c[nH]c2ccc(S(=O)(=O)N3CCOCC3)cc2c1=O | . | 0.021 | 9 | .
COc1cccc(C(=O)Nc2nnc(-c3ccc(F)cc3)o2)c1 | . | 0.83 | 10 | .
CC(=O)OCC(=O)[C@@]1(OC(C)=O)[C@@H](C)C[C@H]2[C@@H]3C[C@H](F)C4=CC(=O)C=C[C@]4(C)[C@@]3(F)[C@@H](O)C[C@@]21C | . | 0.6 | 12 | .
CS(=O)(=O)N1CCC(C(=O)Nc2ccc(F)cc2F)CC1 | . | -0.081 | 6 | .
CC(C(=O)O)c1ccc(-c2ccccc2)c(F)c1 (stereo not drawn) | . | -0.082 | 5 | .
Cc1cc(NCc2ccco2)nc2cc(O)ccc12 | . | 0.026 | 12 | .
CCOC(=O)CNC(=O)CSc1nnc(Cn2c(=O)sc3ccccc32)n1C | . | 0.15 | 10 | .
Cc1cc(C(=O)N2CCN(Cc3ccc4c(c3)OCO4)CC2)on1 | . | 0.016 | 7 | .

The final 2 records of the section above open the next one:
SMILES | VCAM1 TNFa inh | hDAT+cocaine | Candida biofilm | HUVEC tox IL1B
CCOC(=O)CNC(=O)CSc1nnc(Cn2c(=O)sc3ccccc32)n1C | . | 0.15 | 10 | .
Cc1cc(C(=O)N2CCN(Cc3ccc4c(c3)OCO4)CC2)on1 | . | 0.016 | 7 | .
O=c1[nH]cc(F)c(=O)[nH]1 | . | 0.52 | 17 | .
N=c1c[n+](N2CCOCC2)[n-]o1 | . | 0.77&0.17 | 12 | .
Cc1cccc(Cn2c(N3CCCCC3C)nc3c2c(=O)[nH]c(=O)n3C)c1 (stereo not drawn) | . | 1.2 | 5 | .
Cc1c(Cl)cccc1NC(=S)NCc1ccc(Cl)cc1 | . | -0.033 | . | -13
COc1ccccc1Nc1nc(-c2ccc([N+](=O)[O-])cc2)nc2ccccc12 | . | -1 | . | -8
O=C(O)C(NC(=O)c1ccccc1)=C(Cl)Cl | . | -0.035 | . | -13
COC(=O)COc1ccc2c(-c3cccc([N+](=O)[O-])c3)cc(=O)oc2c1 | . | -0.06 | . | -22
Clc1ccc(-c2nnc(Sc3nc4ccccc4o3)c3ccccc23)cc1 | . | 0.054 | . | 7
C/C(=C\C(=O)c1ccc(Cl)cc1)Nc1ccc(Br)cc1 | . | -0.007 | . | 8
CSc1ccc(S(=O)(=O)NCCSc2ccccn2)cc1 | . | -0.42 | . | -6
Cc1ccc(/C(N)=N/OC(=O)N2c3ccccc3Sc3ccccc32)cc1 | . | -0.2 | . | -36
COC(=O)c1ccccc1OCCCOc1ccc(C)cc1OC | . | 0.065 | . | -1

Quoted at random: three records from the list.
SMILES | VCAM1 TNFa inh | hDAT+cocaine | Candida biofilm | HUVEC tox IL1B
COc1cccc(C(=O)Nc2nnc(-c3ccc(F)cc3)o2)c1 | . | 0.83 | 10 | .
Cc1ccc(/C(N)=N/OC(=O)N2c3ccccc3Sc3ccccc32)cc1 | . | -0.2 | . | -36
Clc1ccc(-c2nnc(Sc3nc4ccccc4o3)c3ccccc23)cc1 | . | 0.054 | . | 7

Going on with the list:
SMILES | VCAM1 TNFa inh | hDAT+cocaine | Candida biofilm | HUVEC tox IL1B
COc1ccc(CCC(C)Nc2ccc(F)cc2)cc1 (stereo not drawn) | . | -0.5 | . | 0
O=C1c2cccc(Cl)c2C(=O)c2c1cccc2N1CCCC1 | . | -1.9 | . | -6
COc1cccc(N/C=C/C(=O)c2ccc(Br)cc2)c1 | . | 0.2 | . | -18
CCOC(=O)Nc1ccc([N+](=O)[O-])cc1OC | . | 0.11 | . | 15
CC(C)(C)c1ccc(OCC(O)CNC(=O)c2ccccc2C(=O)O)cc1 (stereo not drawn) | . | 0.4 | . | -23
CCc1cc(=O)oc2cc(OS(C)(=O)=O)ccc12 | . | -0.31 | . | 8
COc1ccc(CCN(C)CCC(=O)Nc2cc(C)ccc2C)cc1OC | . | -0.78 | . | 12
CC(=O)N(C1=C(O)c2ccccc2C(=O)C1=O)C1CCCCC1 | . | 0.15 | . | 12
Cc1cc(/C=C2/SC(=S)N(c3cccc(Cl)c3)C2=O)c(C)n1-c1cccnc1 | . | 0.0093 | . | 14
Cc1ccc(NS(=O)(=O)c2ccc(NC(=O)c3ccc(-c4ccccc4)cc3)cc2)c(C)c1 | . | 0.25 | . | -16
Cc1ccc(-n2ncc(C(=O)N3CCc4ccccc4C3)c2NC(=O)c2ccco2)cc1C | -9 | -0.79 | 5 | .
COc1ccc(Br)cc1S(=O)(=O)N1CC(C)OC(C)C1 (stereo not drawn) | 2 | 1.3 | 5 | .
CCS(=O)(=O)Nc1ccc(-c2ccc(NS(=O)(=O)CC)c(OC)c2)cc1OC | -22 | -0.12 | . | -22
O=C(NCc1ccc(Cl)c(Cl)c1)c1ccco1 | 6 | -0.4 | . | 13
CCn1c(=O)c2ccccc2n2c(SCC(=O)N3CCCc4ccccc43)nnc12 | . | 1.3 | 5 | -21
CCCNS(=O)(=O)c1ccc(OCC(=O)Nc2ccccc2F)cc1 | . | 1.7 | 12 | 4
CC(Cn1cnc2ccccc21)C(=O)O (stereo not drawn) | . | 1 | 6 | 3
COc1ccc(CCN2C(=O)c3ccccc3C2(O)c2ncc[nH]2)cc1OC (stereo not drawn) | . | -1.3 | 5 | -16
Cc1cc(=O)[nH]c(SCC(=O)N2CCCc3ccccc32)n1 | . | -0.45 | 6 | -18
CCOc1ccc(N2CC(C(=O)Oc3ccccc3)CC2=O)cc1 (stereo not drawn) | . | 0.012 | -2 | -56
O=C(O)C1CCCN(S(=O)(=O)c2cccs2)C1 (stereo not drawn) | . | -0.16 | 3 | 4
Cc1nn(C(C)C(=O)O)c(=O)c2c1sc1ccccc12 (stereo not drawn) | . | -0.23 | 8 | 20
COC(=O)c1cccc(S(=O)(=O)N2CCC(c3nc4ccccc4o3)CC2)c1 | . | -0.015 | -5 | 12
CCOC(=O)Nc1cccc(C(=O)O)c1 | . | -1.2 | 7 | -51

An excerpt of these results, with two lines to a compound:
Order of values: VCAM1 TNFa inh, hDAT+cocaine, Candida biofilm, HUVEC tox IL1B
> O=C1c2cccc(Cl)c2C(=O)c2c1cccc2N1CCCC1
    ., -1.9, ., -6
> CC(C)(C)c1ccc(OCC(O)CNC(=O)c2ccccc2C(=O)O)cc1 (stereo not drawn)
    ., 0.4, ., -23
> CS(=O)(=O)N1CCC(C(=O)Nc2ccc(F)cc2F)CC1
    ., -0.081, 6, .
> COc1ccc(Br)cc1S(=O)(=O)N1CC(C)OC(C)C1 (stereo not drawn)
    2, 1.3, 5, .

Other compounds
SMILES | VCAM1 TNFa inh | hDAT+cocaine | Candida biofilm | HUVEC tox IL1B
Cc1cccc(CN2CCNC2=O)c1 | . | -0.41 | 4 | -13
N#CCSc1nc2[nH]ncc2c(=O)n1-c1ccccc1Br | . | -0.34 | 3 | -2
Cc1cccc(NC(=S)NC2CC3CCCC(C2)N3CC(C)C)c1C (stereo not drawn) | . | 0.28 | 1 | -30
O=C(CC1Sc2ccccc2NC1=O)Nc1cccc(-c2nnc3n2CCCCC3)c1 (stereo not drawn) | . | 0.24 | 8 | 23
Cc1ccccc1NC(=O)CNc1ccccc1N1CCCCC1 | . | 1.4 | 6 | -33
Nc1cnn(C2CCCO2)c(=O)n1 (stereo not drawn) | . | -0.4 | 6 | -26
Cc1cc(C)n(C(=O)CCCCCC(=O)n2nc(C)cc2C)n1 | . | -0.4 | -7 | -10
O=C(Nc1nccs1)c1cccc(S(=O)(=O)N2CCOCC2)c1 | . | 0.54 | 9 | -32
CC1CCCCN1C(=O)Cn1c(=O)oc2ccccc21 (stereo not drawn) | . | -0.14 | 0 | 8
COCCCn1c(SCC(=O)Nc2nc3ccccc3s2)nnc1-c1ccoc1C | . | 0.3 | 0 | -4
N#Cc1ccc(-c2ccc(OCC(O)Cn3nnc4ccccc43)cc2)cc1 (stereo not drawn) | . | 0.39 | 9 | -27
Cc1cc(NC(=O)C(C)C)ncc1NC(=O)CCc1ccccc1 | . | -0.59 | 3 | 14
CN(C)C(=O)N1CCN(C(=O)N2CCOCC2)CC1 | . | -0.64 | 4 | -18
O=S(=O)(Nn1cnnc1)c1ccccc1 | . | -0.37 | 6 | -17
O=C(c1ccccc1)c1ccc(OCC(O)CN2CCOCC2)cc1 (stereo not drawn) | . | -1.3 | 9 | -44
OCCOCCNc1ncnc2c1cnn2-c1ccccc1 | . | 0.12 | 8 | -6
O=C(CN1C(=O)C(=O)c2ccccc21)NC1CCCCC1 | . | -0.36 | -3 | -24
COc1cc2c(cc1OC)C(c1cc3cc4c(cc3[nH]c1=O)OCO4)N(C(=O)C1CC1)CC2 (stereo not drawn) | . | -0.15 | 3 | -12
Clc1ccc(-n2ncc3c(NCc4ccco4)ncnc32)cc1 | . | 0.23 | 3 | -43
Cc1ccc(-c2[nH]nc3c2C(c2cccnc2)C(C#N)=C(N)O3)cc1 (stereo not drawn) | . | 0.0096 | 4 | -11
CNc1nc(C(=O)O)nc(N2CCOCC2)n1 | . | -0.1 | 3 | -31
COc1ccccc1C(=O)N1CCN(c2cccc(Cl)c2)CC1 | . | 0.027 | 1 | 13
CC(=O)Nc1ccc(S(=O)(=O)NCc2ccc(C(=O)NCc3ccc4c(c3)OCO4)cc2)cc1 | . | -0.67 | 6 | -14
COC(=O)c1sc2ccccc2c1C(=O)OC | . | 0.53 | 4 | -8
O=C(O)c1ccc2c(c1)ncn2C1CCCCCC1 | . | 0.1 | 7 | -34
Cc1ccc(NS(=O)(=O)c2ccc(C(=O)N3CCCN(C)CC3)cc2)cc1 | . | 0.027 | 1 | -27
O=C1NCCN1Cc1ccccc1F | . | 0.019 | 5 | 8
CCCn1c(N)c(C(=O)CSc2nnc(-c3ccco3)n2Cc2ccccc2)c(=O)[nH]c1=O | . | 1.3 | 1 | -2
CCCc1nc(SCC(=O)Nc2ccc(N3CCOCC3)cc2)c2ccccc2n1 | . | 0.52 | -1 | -43
Cc1nc2c(sc3nc4c(cc32)COC(C)(C)C4)c(=O)n1CC(=O)NCc1ccco1 | . | 1.1 | 11 | 11
COc1cc(NCCCC(C)N)c2ncccc2c1 (stereo not drawn) | . | -0.94 | 6 | -45
CC1CCCCN1c1nnc(N)s1 (stereo not drawn) | . | 0.03 | 6 | 3
c1ccc(C2Nc3ccccc3-c3nc4ccccc4n32)nc1 (stereo not drawn) | . | 0.16 | -8 | 1
CCCCN(C)C(=O)CCCc1c[nH]c2ccccc12 | . | 0.85 | 6 | 5
CSc1nc(SCC(=O)NCc2ccco2)c2c3c(sc2n1)CN(C)CC3 | . | -0.78 | 8 | -8
Cc1cc(C(=O)OCC(=O)N2C(C)CCCC2C)c(C)o1 (stereo not drawn) | . | 0.64 | -5 | 23
Clc1ccc(-n2ncc3c(NCc4ccccn4)ncnc32)cc1 | . | 1.1 | 4 | 15
COc1cccc(-c2nc(NCc3ccco3)c3ccccc3n2)c1O | . | -0.97 | 3 | -26
CS(=O)(=O)N1CCc2cc(-c3csc(NCC4CCCO4)n3)ccc21 (stereo not drawn) | . | 1.2 | 1 | 10
O=P1(c2ccccc2)C=Cn2c1cc1c2CCCC1 (stereo not drawn) | . | -0.32 | 8 | -10
CN(CC(=O)Nc1ccc(F)c(F)c1F)c1cnccn1 | . | -0.15 | 9 | 9

Screens (PubChem BioAssay)
